Vif-APOBEC3G blk: Vif-A3G binding inhibition. HeLa A3G-eYFP + Vif (tagged APOBEC3G with the HIV-1 protein that degrades it), YFP fluorescence, overnight. Potency, µM (doses to about 46.1 µM), for the others: at the highest dose activity, negative = active, most hits filed as inhibitors. actives 0.076% (n = 410,000). Q9HC16;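 further: on the % scale 0 is the no-effect control and ±100 the full control effect; nearly all actives have a fitted effect of over 60% in size; hits raise eYFP signal because A3G escapes Vif-driven loss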
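HeLa cells stably expressing Vif and C-terminally eYFP-tagged A3G, seeded overnight at 37 deg C, then exposed to compound by pintool overnight at 37 deg C. Rise in yellow fluorescence (Ex 488/Em 500-530, Acumen) marks blocked Vif-driven A3G degradation.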
RXFP1 ag: activates the human relaxin receptor RXFP1; HEK293T-RXFP1 cAMP TR-FRET, 30 min; response scale: percent of porcine relaxin response, buffer zero; Q9HBX9; Potency, µM (top dose mostly 57.5 µM), for inactives: top-dose activation, most hits filed as activators; actives 0.3% (n = 370,000); further: on the % scale 0 is the no-effect control and ±100 the full control effect; nearly all actives have a fitted effect of over 60% in size; many of its hits are not listed in these tables
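HEK293 cells stably expressing RXFP1, treated 30 min at 37C with compounds plus PDE4 inhibitor Ro 20174; cAMP measured by HTRF TR-FRET. Normalized to buffer and 29 nM porcine relaxin; EC50 by Hill fit.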
USP1-UAF1 inh: blocks the human USP1/UAF1 deubiquitinase complex; O94782; Potency, µM (top dose mostly 57.1 µM), for the others: at the highest dose activity change, negative = inhibition, hits mostly inhibitors; AID 743255; actives 0.23% (n = 390,000); recombinant USP1/UAF1, Ub-Rhodamine cleavage fluorescence; further: on the % scale 0 is the no-effect control and ±100 the full control effect; nearly all actives have a fitted effect of over 60% in size; inactives centre near -12
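1 nM enzyme complex + cpd, 15 min RT; start with Ub-Rho 150nM final; kinetic fluorescence ex 480/em 540, 6 reads q60 s. Buffer 50mM HEPES pH 7.8, 0.5mM EDTA, 0.1 mg/ml BSA, 1mM TCEP, 0.01% Tween-20.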
Vif-APOBEC3F blk: blocks the Vif interaction with APOBEC3F | HeLa A3F-eYFP + Vif (tagged APOBEC3F with the HIV-1 protein that degrades it), YFP fluorescence increase | Potency, µM (series often up to 46.1 µM), inactives show at the top dose activity, negative = active | actives 0.2% (n = 390,000) | AID 602313; further: % of control where 0% means no effect; nearly all actives have a fitted effect of over 65% in size
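HeLa cells stably expressing Vif plus C-terminally eYFP-tagged A3F were seeded, incubated overnight at 37 deg C, dosed with compound, incubated overnight again at 37 deg C. Yellow fluorescence (Ex 488/Em 500-530) reported blocked Vif-mediated A3F-eYFP degradation.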
RGS4 inh: inhibitors of human regulator of G protein signaling 4; AID 504845; Potency, µM (titrated, usually from 114 µM), inactives show top-dose activity change, negative = inhibition, usual class: inhibitors; P49798; actives 0.039% (n = 390,000); Transcreener GDP fluorescence polarization, RGS4-accelerated GTP hydrolysis; further: on the % scale 0 is the no-effect control and ±100 the full control effect; nearly all actives have a fitted effect of over 75% in size; some results filed as inactive show a strong effect at the top dose
Target sequence (P49798 whole entry, looked up): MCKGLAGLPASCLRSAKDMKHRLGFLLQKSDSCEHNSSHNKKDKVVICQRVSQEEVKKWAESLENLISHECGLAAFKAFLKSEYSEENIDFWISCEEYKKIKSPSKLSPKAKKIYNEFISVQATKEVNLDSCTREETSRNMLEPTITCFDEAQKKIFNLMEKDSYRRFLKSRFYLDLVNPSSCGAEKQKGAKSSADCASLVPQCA
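MLSMR compounds (23 nl, pin-transferred) preincubated 10 min at room temperature with a 500nM (2x) first reagent, then RGS4 at 900nM (2x) plus Transcreener GDP mix added; fluorescence polarization (620/688 nm) read before and after 90 min at 30 °C.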
TrxR1 substrate: is turned over as a substrate by rat TrxR1. O89049. purified TrxR1 substrate turnover, NADPH consumption readout. Potency, µM (doses to about 114 µM), inactives show top-dose activity change, negative = substrate turnover. actives 0.01% (n = 390,000); further: on the % scale 0 is the no-effect control and ±100 the full control effect; nearly all actives have a fitted effect of over 50% in size
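Rat TrxR1, dispensed at 90 nM, was prereduced with 400 uM NADPH (final) for 5 min at ~22 deg C, then incubated with compound 15 min before 400 uM selenite. A first-read NADPH fluorescence drop versus no-compound background flagged substrates.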
rTrxR1 inhibitor: rat TrxR1 inhibition; O89049; recombinant rTrxR1, NADPH fluorescence consumption, selenite substrate; Potency, µM (doses to about 114 µM), inactives show at the top dose activity change, negative = inhibition, hits mostly inhibitors; actives 1% (n = 390,000); further: on the % scale 0 is the no-effect control and ±100 the full control effect; nearly all actives have a fitted effect of over 65% in size
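Rat TrxR1 (90 nM in the dispensed reagent) was pre-reduced with 400 uM NADPH for 5 min at room temperature, then incubated with compound for 15 min. After 400 uM selenite was added, NADPH fluorescence (Ex 340/Em 450 nm) was followed for 8 min.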
IDH1 R132H inh: human IDH1 R132H inhibition; O75874; Potency, µM (doses to about 76.6 µM), for the others: at the highest dose activity change, negative = inhibition, most hits filed as inhibitors; IDH1-R132H enzyme, NADPH consumption, diaphorase/resazurin fluorescence; actives 0.093% (n = 390,000); AID 602179; further: on the % scale 0 is the no-effect control and ±100 the full control effect; nearly all actives have a fitted effect of over 65% in size
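IDH1-R132H (0.5 ug/mL) preincubated 30 min with compound, then NADPH (0.016 mM) and alpha-KG (2 mM) added; 80 min at RT, pH 7.5. Remaining NADPH coupled via diaphorase/resazurin to fluorescence (540/590 nm); concentration-response curves normalized to no-enzyme control.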
12-LOX inh: ALOX12 (human) lipoxygenase inhibition; P18054; purified 12hLO, xylenol orange hydroperoxide absorbance; Potency, µM (top dose mostly 108 µM), for inactives: top-dose activity change, negative = inhibition, most hits filed as inhibitors; actives 1.1% (n = 580,000); AID 1671190; further: on the % scale 0 is the no-effect control and ±100 the full control effect
Target sequence (P18054 whole entry, looked up): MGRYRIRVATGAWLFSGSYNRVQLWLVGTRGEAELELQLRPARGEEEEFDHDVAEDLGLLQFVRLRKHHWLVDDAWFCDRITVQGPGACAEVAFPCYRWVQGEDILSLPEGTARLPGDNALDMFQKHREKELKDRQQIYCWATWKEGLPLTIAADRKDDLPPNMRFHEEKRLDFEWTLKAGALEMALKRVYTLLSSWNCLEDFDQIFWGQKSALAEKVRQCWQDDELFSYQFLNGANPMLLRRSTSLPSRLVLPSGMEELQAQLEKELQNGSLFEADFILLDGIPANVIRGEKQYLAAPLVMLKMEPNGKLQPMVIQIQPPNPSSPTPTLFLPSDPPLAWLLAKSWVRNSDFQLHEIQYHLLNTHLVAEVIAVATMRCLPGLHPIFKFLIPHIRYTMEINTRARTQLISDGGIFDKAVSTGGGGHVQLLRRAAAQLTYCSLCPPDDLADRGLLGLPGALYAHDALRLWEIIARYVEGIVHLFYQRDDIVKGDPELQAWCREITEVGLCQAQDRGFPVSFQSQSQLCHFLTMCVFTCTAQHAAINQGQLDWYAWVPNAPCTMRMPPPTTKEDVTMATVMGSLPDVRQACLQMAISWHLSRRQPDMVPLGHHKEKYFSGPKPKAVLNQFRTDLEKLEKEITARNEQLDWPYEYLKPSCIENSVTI
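Hydroperoxide product was detected by ferrous iron/xylenol orange as the 573 to 405 nm absorbance ratio. Arachidonic acid at 40 uM (final) was turned over for 30 min at room temperature by 150 nM human 12hLO, pH 7.0 Hepes buffer, after 15 min compound preincubation.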
* = called active by the depositor; ? = inconclusive; . = not tested or not shown; & = joins results of further samples; [ ] = dose if it differs, or a comment. The call rests on the fitted dose curve; in most records, active means well fitted curve in the direction sought with a large enough effect; inconclusive means small, poorly fitted or top-dose-only effect, or another doubt; inactive means no such curve, though single readings can be large; an effect the other way counts as inactive or inconclusive. Potency means the concentration at half of the fitted maximal effect. Only part of the results is shown. The share of hits here may be higher or lower than overall.

[1] CC(c1ccccc1)C1OCC(C[N+]2(C)CCCCC2)O1 (stereo not given)
[2] C[C@@H]1CN([C@H](C)CO)C(=O)CCCn2nncc2CO[C@@H]1CN(C)C(=O)Nc1ccc(N2CCN(C)CC2)cc1
[3] Cc1ccc(NC(=O)c2ccccc2SCC(=O)N2CCCC2)cc1S(=O)(=O)N(C)C
[4] O=C(COc1ccc(F)cc1Br)N1CCN(c2ncccn2)CC1
[5] O=C(NCc1ccco1)Oc1ccccc1
[6] CCN(Cc1cn2cccnc2n1)C1CCCCC1
[7] CCOC(=O)c1ccc(CN(Cc2ccccc2)S(=O)(=O)c2ccc(Cl)cc2)cc1
[8] CCc1nc(C(N)=O)c2[nH]c(=O)n(-c3ccccc3F)c2n1
assay / entry	1	2	3	4	5	6	7	8
Vif-APOBEC3G blk	1%	1%	0%	6%	-1%	-1%	7%	-3%
RXFP1 ag	0.0%	.	0.4%	2.3%	-0.1%	6.9%	2.2%	2.1%
USP1-UAF1 inh	-8%	0%	-7%	-17%	-9%	-25%	1%	-18%
Vif-APOBEC3F blk	4%	-17%	4%	-3%	-14%	-3%	9%	-2%
RGS4 inh	-29%	.	-20%	-3%	-17%	21%	-17%	-1%
TrxR1 substrate	-1%[57.1 µM]	.	-9%	0%[57.1 µM]	1%	117%[activator][57.1 µM]	-1%[57.1 µM]	137%[activator]
rTrxR1 inhibitor	15%[57.1 µM]	.	-9%	13%[57.1 µM]	1%	1%[57.1 µM]	14%[57.1 µM]	?
IDH1 R132H inh	-3%	-1%	14%	7%	3%	-10%	0%	0%
12-LOX inh	?	-13%	?	-2%	5%	-13%	-29%	?

[9] CN(C(=O)c1cccc(S(=O)(=O)NCc2ccccc2)c1)C1CCCCC1
[10] C=CC[C@H](CC(=O)N(CCO)Cc1ccccc1)C(=O)NCCOC(=O)[C@H](CC=C)CC(=O)OC(C)(C)C
[11] C=CCn1c(CNc2ccccc2)nnc1SCC(=O)N/N=C/c1ccc(O)cc1O
[12] COC(=O)C1=C(C(=O)OC)[C@@H]2N(Cc3ccccc3)c3ccccc3[C@@]23C[C@@H](C(=O)OC)N(C(C)=O)C3=N1
[13] CCC(=O)N1CCN(c2nc3ccc(Br)cc3s2)CC1
[14] CCCn1c(O)c2ccc(C(=O)N=NC(=O)c3cccnc3)cc2c1O
[15] Cc1cc(NS(=O)(=O)c2ccc(NC(=O)c3ccc(Cl)nc3)cc2)nc(C)n1
[16] CC1CCCCC1NC(=O)COC(=O)c1ccc(S(=O)(=O)NCc2ccco2)cc1 (stereo not given)
assay / entry	9	10	11	12	13	14	15	16
Vif-APOBEC3G blk	3%	1%	-6%	1%	3%	-5%	0%	2%
RXFP1 ag	.	.	1.1%	0.0%	0.8%	0.1%	.	-1.1%
USP1-UAF1 inh	-6%	-7%	-10%	?	-13%	-11%	-2%	-14%
Vif-APOBEC3F blk	-7%	4%	-6%	3%	2%	-3%	-14%	-2%
RGS4 inh	-29%	0%	-12%[11.4 µM]	-8%	-5%	-46%	.	12%
TrxR1 substrate	11%[11.4 µM]	-4%	2%[57.1 µM]	5%	0%	14%[57.1 µM]	.	-11%
rTrxR1 inhibitor	34%[11.4 µM]	3%	0%[57.1 µM]	20%	?	22%[57.1 µM]	.	-15%
IDH1 R132H inh	-1%	12%	-4%	-4%	4%	5%	10%	-3%
12-LOX inh	-3%	?	-18%	?	-10%	443%[activator]	-6%	-10%

[17] CCOC(=O)C1CCCN(C(=O)c2ccc([N+](=O)[O-])c(C)c2)C1 (stereo not given)
[18] O=C(Nc1cccc(Cl)c1)Nc1nnc(CSCCOc2ccc(Cl)cc2)s1
[19] O=C(Nc1ccc(Nc2ccccc2)cc1)N1CCOCC1
[20] COc1ccc(Cc2nnc(NC(=O)Cn3cnc4c3c(=O)n(C)c(=O)n4C)s2)cc1
[21] CC(=O)Nc1ccc(C(=O)CSc2nnc(-c3ccccc3F)n2CCc2ccccc2)cc1
[22] COC(CNC(=O)c1ccc2c3c(onc13)-c1ccccc1C2=O)OC
[23] CC(C)COP(=O)(OCC(C)C)C(O)c1ccc(F)cc1 (stereo not given)
[24] Nn1c(SCC(=O)Nc2ccc(N3CCOCC3)cc2)nnc1-c1cccc(F)c1
assay / entry	17	18	19	20	21	22	23	24
Vif-APOBEC3G blk	1%	-4%	-2%	0%	0%	6%	2%	0%
RXFP1 ag	0.4%	1.1%	-0.7%	1.7%	.	6.5%	-0.5%	0.6%
USP1-UAF1 inh	8%	-10%	-25%	-6%	-18%	18µM*	-13%	-18%
Vif-APOBEC3F blk	5%	-13%	-3%	-20%	8%	-4%	-14%	0%
RGS4 inh	-6%	9%	-24%	-27%	-18%	?	-25%	-46%
TrxR1 substrate	-6%	-6%	-1%	-2%	-7%	-7%	0%	0%
rTrxR1 inhibitor	-4%	-1%	-4%	8%	6%	?	0%	18%
IDH1 R132H inh	0%	-2%	1%	-2%	-1%	-3%	6%	11%
12-LOX inh	-6%	20%	23%	-22%	1%	0%	3%	210%[activator]

[25] CCc1ccc2c(c1)[C@]1(C(=O)N2)[C@@H]2C(=O)N(Cc3ccccc3)C(=O)[C@@H]2[C@@H]2CCCN21
[26] NC(=O)CNc1n[nH]c(=S)[nH]c1=O
[27] Cc1cc(NC(=O)CSCC(=O)N(c2cccc(Cl)c2)C(C(=O)NC2CCCCC2)c2ccc(O)c(O)c2)no1 (stereo not given)
[28] Cc1ccc(NC(=O)c2oc3ccccc3c2NC(=O)c2ccccc2C)cc1
[29] O=C1C(c2cc(=O)c3ccccc3[nH]2)=C(O)c2ccccc21
[30] CC#CC(=O)N1CCC(n2nccc2NC(=O)c2ccc3c(c2)OCO3)CC1
[31] Cc1cc(=O)[nH]c2ccc(S(=O)(=O)NCc3ccccc3)cc12
[32] CC(C)NC(=O)NC(=O)COC(=O)c1ccc(NC(=O)CC#N)cc1
assay / entry	25	26	27	28	29	30	31	32
Vif-APOBEC3G blk	0%	0%	-5%	-3%	-10%	2%	-10%	-1%
RXFP1 ag	-1.1%	4.0%	-0.6%	2.5%	0.5%	-0.6%	0.7%	0.1%
USP1-UAF1 inh	-7%	-7%	-3%	?	-22%	-8%	-11%	-13%
Vif-APOBEC3F blk	-3%	0%	2%	-4%	-2%	0%	1%	3%
RGS4 inh	-20%	43%	9%	1%	-6%	19%	-4%	-3%
TrxR1 substrate	-4%	-13%	-6%	43%[activator]	-13%	0%	3%	5%[57.1 µM]
rTrxR1 inhibitor	-7%	-19%	-8%	?	-8%	22%	24%	-13%
IDH1 R132H inh	-2%	-6%	0%	-8%	22%	18%	-3%	3%
12-LOX inh	?	-19%	?	-21%	-10%	0%	7%	-25%

[33] C/C(=N/NC(=O)c1sc(NS(=O)(=O)c2ccccc2)nc1C)c1ccc(F)cc1
[34] CC1CN(CCCCN2C(=O)c3ccccc3C2=O)CC(C)O1 (stereo not given)
[35] Cc1c(Cl)cccc1NC(=O)CCCN1C(=O)CCC1=O
[36] CCOC(=O)N1CCC(c2cc(=O)n(-c3ccccc3)[nH]2)CC1
[37] N#CCc1nnc2n1-c1ccccc1CCC2
[38] CC(=O)NN1C(=O)c2ccccc2NC1c1ccccn1 (stereo not given)
[39] CCOC(=O)C(=O)Nc1ccc2c(c1)OCO2
[40] Cc1ccc(S(=O)(=O)NCC(=O)OC(C)C(=O)Nc2ncc(Cl)cc2Cl)cc1 (stereo not given)
assay / entry	33	34	35	36	37	38	39	40
Vif-APOBEC3G blk	1%	-4%	1%	-4%	2%	0%	0%	3%
RXFP1 ag	3.5%	0.4%	1.2%	2.2%	2.1%	2.3%	2.2%	-0.6%
USP1-UAF1 inh	2%	-15%	-14%	?	-2%	-5%	-18%	-17%
Vif-APOBEC3F blk	2%	0%	1%	-5%	0%	-5%	0%	-5%
RGS4 inh	-2%	15%	-28%	?	9%	-8%	-7%	7%
TrxR1 substrate	13%[57.1 µM]	-5%	-5%	1%	4%[57.1 µM]	78%	-3%	7%
rTrxR1 inhibitor	-4%[57.1 µM]	-2%	-7%	21%	3%[57.1 µM]	-11%[57.1 µM]	-2%	10%
IDH1 R132H inh	-2%	-3%	5%	-2%	-3%	2%	6%	2%
12-LOX inh	7%	?	9%	-21%	24%	43%&33%[activator]	29%[57.4 µM]	-19%

Reformatted: 2 of the compounds above
item | molecule | Vif-APOBEC3G blk | RXFP1 ag | USP1-UAF1 inh | Vif-APOBEC3F blk | RGS4 inh | TrxR1 substrate | rTrxR1 inhibitor | IDH1 R132H inh | 12-LOX inh
39 | CCOC(=O)C(=O)Nc1ccc2c(c1)OCO2 | 0% | 2.2% | -18% | 0% | -7% | -3% | -2% | 6% | 29%[57.4 µM]
40 | Cc1ccc(S(=O)(=O)NCC(=O)OC(C)C(=O)Nc2ncc(Cl)cc2Cl)cc1 (stereo not given) | 3% | -0.6% | -17% | -5% | 7% | 7% | 10% | 2% | -19%

Screening data (PubChem)
